Compound activity deposited in PubChem by several laboratories.
Dengue-2 NS5 capping: Dengue-2 NS5 methyltransferase inhibitors, primary screen, biochemical, confirmation dose response (AID 588689); Genome polyprotein (Dengue virus type 2 (strain 16681-PDK53)); Dengue-2 NS5 methyltransferase capping enzyme assay, biochemical; higher % means a stronger effect; inhibition, % at 25 µM, or IC50 in µM where a hit was titrated; 0.3% of 340,000 active; in the data active means a potency from the dose series; inconclusive means inhibition above about 29% without an active follow-up result
AID2073: inhibitors of Mint1-CaV2.2 protein interaction, biochemical, HTRF (AID 2073) | 0.19% of 290,000 active | Voltage-dependent N-type calcium channel subunit alpha-1B (Homo sapiens) | HTRF protein-protein interaction, Mint1-CaV2.2; higher % means a stronger effect | one-dose inhibition, % at 20 µM; IC50 in µM for titrated hits; in the data active means inhibition mostly above about 51%, no sharp cut-off; inconclusive means no clear call, values can overlap the other calls; inactive means mostly below about 53%; further: some results filed as inactive read as strong as hits
Myeloid diff MLP: induction of myeloid progenitor differentiation, primary screen, cell-based, flow cytometry, MLPCN library; ER-HoxA9 myeloid progenitors, lysozyme-GFP differentiation; calls only at 10 µM; 1% of 360,000 active;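 active means normalized GFP-positive differentiation at or above the plate's own cutoff, the solvent-only control mean plus 3 SD; inconclusive means no clear call, values can overlap the other calls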;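 further: cells exposed to compound for four days before flow analysis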
HEK293 NOD2/NF-kB: NOD2 signaling inhibitors, cell-based, luminescence, uHTS, HEK293 (AID 1566) | HEK293 NOD2/NF-kB luciferase reporter, luminescence; higher % means a stronger effect | inhibition, % at 4 µM; hits with a dose series show EC50 in µM | 0.63% of 290,000 active; further: many of its hits are not listed in these tables
Hep lipid drop: inhibitors of hepatocyte lipid droplet formation, primary screen, imaging, high-throughput imaging, BODIPY stain; AML12 mouse hepatocytes, oleate lipid droplets; inhibition, % at 6.5 µM; 0.4% of 240,000 active;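 active means lipid droplet intensity inhibited by at least 50%, with more than 500 cells counted; inconclusive means wells with under 300 cells, treated as cytotoxic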
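Assay system: AML12 mouse liver cells | Compound dosing: One dose, 6.5 µM compound | Read-out basis: Droplet intensity reduction, % inhibition | Measured by: Fluorescence imaging, 20x objective, two fields per well | Schedule: Overnight treatment with compound plus oleate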
LYP phosphatase: inhibitors of LYP phosphatase, biochemical, fluorescence intensity, uHTS (AID 1779); Tyrosine-protein phosphatase non-receptor type 22 (Homo sapiens); recombinant LYP phosphatase, fluorescence intensity; higher % means a stronger effect; one-dose inhibition, % at 11.5 µM; IC50 in µM for titrated hits; 0.054% of 290,000 active;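 further: plate controls were vehicle with enzyme for no effect and no enzyme for full effect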
XIAP antagonists: XIAP antagonists, biochemical, IAP family, fluorescence polarization (AID 1018) | E3 ubiquitin-protein ligase XIAP (Homo sapiens) | XIAP BIR domain, fluorescence polarization peptide displacement; higher % means a stronger effect | one-dose displacement, % at 20 µM; IC50 in µM for titrated hits | 0.007% of 200,000 active; in the data active means displacement above about 50%; further: a part of the inactive calls stands beside numbers as strong as those of hits
SIAH1 antagonists: Siah-1 peptide-binding antagonists, primary screen, biochemical, fluorescence polarization, rhodamine-plectin, uHTS (AID 1817) | E3 ubiquitin-protein ligase SIAH1 (Homo sapiens) | 0.02% of 290,000 active | Siah-1 / rhodamine-plectin peptide fluorescence polarization; higher % means a stronger effect | one-dose displacement, % at 20 µM; IC50 in µM for titrated hits;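 active means displacement of at least 50% at 20 µM, with a fluorescence ratio check between 0.3 and a set limit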;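 further: plate controls were Siah plus tracer with DMSO for no effect and tracer alone without Siah for full effect; strong numbers were not always called active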
HIV fusion peptide: inhibitors of HIV fusion peptide binding, primary screen, biochemical, uHTS, fluorescence dequenching (AID 1986); cell-free peptide binding, fluorescence dequenching, 30 min; higher % means a stronger effect; inhibition, % at 20 µM, or IC50 in µM where a hit was titrated; 0.3% of 290,000 active; in the data active means inhibition mostly above about 52%, no sharp cut-off; inactive means mostly below about 76%; further: some results filed as inactive read as strong as hits
Hep lipid drop cells 6.5 µM: second read-out of Hep lipid drop, no call of its own (marks repeat the call); cell count; measured here: cell count, cytotoxicity flag;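 cells counted across two imaged fields per well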
Dengue-2 NS5 capping pilot replicate: also measured in Dengue-2 NS5 capping; calls as there; inhibition, %; measured here: pilot screen replicate inhibition
Myeloid diff MLP GFP+ MAC1+ %: second read-out of Myeloid diff MLP, no call of its own (marks repeat the call); GFP+ MAC1+ double positive, %; measured here: differentiation confirmed by MAC1 staining
Numbers without * were called inactive; i = inactive; u = inconclusive; x = not tested or not shown. Unless noted, no stated cut-off is given here; in the data, active means inhibition above about 50%; inactive means the rest. Only part of the results is shown. The share of hits here may be higher or lower than overall.

SMILES	Dengue-2 NS5 capping	AID2073	Myeloid diff MLP	Myeloid diff MLP GFP+ MAC1+ %	HEK293 NOD2/NF-kB	Hep lipid drop	Hep lipid drop cells 6.5 µM	LYP phosphatase	XIAP antagonists	SIAH1 antagonists	HIV fusion peptide	others
CCn1c(SCC(=O)Nc2sc3c(c2C#N)CCC(C(C)(C)C)C3)nnc1-c1ccco1 (centres undefined)	-5%	2%	i	0.4	16%	x	x	10%	-0.5%	11%	6.9%
COc1ccc(C(=O)CC(=O)C(=O)Nc2ccc([N+](=O)[O-])cc2C)cc1	-16%	12%	i	1.2	24%	-6	416	-5%	x	3%	7.8%
COc1ccc(CCC(=O)N2CCc3ccccc32)cc1	-3%	-8%	i	1.1	-70%	6	776	-3%	-8.6%	-6%	-2.1%
Fc1ccc(COc2ccc(Cl)cc2/C=N/Nc2nc(N3CCCC3)nc(N3CCCC3)n2)cc1	-9%	0%	i	14	-6%	0	718	-6%	-5.1%	1%	-0.9%
CN(C(=O)Cn1nnc(-c2cccc(C(F)(F)F)c2)n1)C1CCCCC1	2%	-6%	i	1.6	13%	x	x	0%	-2.2%	-1%	-1.2%
Fc1ccccc1-n1c(-c2ccc3ccccc3n2)n[nH]c1=S	-5%	26%	i	0.2	-24%	x	x	-2%	-5.6%	-2%	1.6%
CC1CCC(C(C)C)C(OCC[N+](C)(C)C)C1 (centres undefined)	-3%	4%	i	0.3	2%	1	631	-5%	-7.3%	3%	0.8%
C=CCn1c(SCC(=O)c2cc(C)n(C(C)COC)c2C)nc2sc(C)c(C)c2c1=O (centres undefined)	-11%	8%	i	1.2	10%	-4	690	0%	-4.8%	-4%	-2.0%
OC(COc1ccccc1)CSc1ncn[nH]1 (centres undefined)	-7%	2%	i	7.8	11%	0	770	0%	1.1%	2%	0.5%
CC(=O)Nc1ccc(S(=O)(=O)c2ccc(C)cc2)cc1	-6%	-7%	i	0.3	1%	-22	689	-4%	-2.0%	13%	0.4%
CCCN1CCc2c(sc3nc(SCC)n(-c4ccc(OC)cc4)c(=O)c23)C1	-12%	11%	i	1.1	8%	5	824	-2%	x	9%	5.9%
COc1ccc(N(C)C(=O)CCC(=O)Nc2ccc3nc(N4CCOCC4)cc(C)c3c2)c(OC)c1	6%	-11%	i	1.5	9%	x	x	-3%	-3.7%	-9%	-2.7%	Dengue-2 NS5 capping pilot replicate=-1.9
CC(C)C(c1nnnn1C1CCCC1)N1CCCc2ccccc21 (centres undefined)	-1%	14%	i	1.2	4%	-45	746	5%	-10%	1%	0.9%
Cc1csc2c(C#N)c(=O)c3c(n12)CCC3	-4%	18%	i	1.6	3%	x	x	0%	-3.3%	-2%	0.9%
Cc1ccc(NC(=O)CSc2nc3ccccc3c(=O)n2CCCN2CCCCC2)cc1C	3%	-3%	i	0.6	18%	x	x	-8%	-5.9%	-1%	-1.4%
Cc1nc2cc(NC(=O)NC(C)(C)C)ccc2n1C	-11%	9%	i	0.4	-8%	-17	747	-7%	-4.8%	2%	-0.9%
CC(C)=CCN1CCN(Cc2cnc(C)s2)CC1CCO (centres undefined)	2%	2%	i	0.0	10%	10	674	-14%	-5.3%	4%	1.5%
C[C@H]1C=C(C(=O)NCc2nc3ccccc3[nH]2)O[C@@H](OCc2ccc(CO)cc2)C1	1%	2%	i	0.2	7%	22	739	-5%	x	-1%	1.2%
C=CCOc1ccc(/C=C/C(=O)OCC(=O)NC2CCCCCC2)cc1	-1%	15%	i	0.8	10%	22	863	-8%	x	6%	3.4%
c1cncc(-c2cn(C[C@H]3CC[C@@H]([C@@H]4CC[C@H](Cn5cc(-c6cccnc6)nn5)O4)O3)nn2)c1	-6%	1%	i	0.5	-4%	-14	777	-8%	x	3%	0.3%
Cc1ccc(-n2c(-c3cccs3)nc3nc4ccccc4nc32)cc1	x	14%	x	x	12%	-27	699	-2%	1.7%	6%	4.5%
CCOC(=O)c1ccc(N=NN(C)C)cc1	-3%	-7%	i	0.3	-21%	-10	677	-5%	x	2%	-1.0%
CCOc1ccc(NC(=S)N2CCc3cc(OC)c(OC)cc3C2COc2ccc3c(C)cc(=O)oc3c2)cc1 (centres undefined)	-1%	6%	i	0.8	1%	19	633	-6%	-4.6%	-10%	-2.7%
Cc1cc(C)c(S(=O)(=O)c2cc(F)ccc2C)c(Cl)n1	-5%	7%	i	0.6	6%	-19	792	-7%	x	4%	0.8%
COc1ccc2[nH]cc(C(O)CN3CCN(c4ccccc4F)CC3)c2c1 (centres undefined)	4%	14%	i	1.0	18%	-42	678	-6%	x	-1%	-1.3%

Fetched by compound from the entries so far, 4 records:
SMILES	Dengue-2 NS5 capping	AID2073	Myeloid diff MLP	Myeloid diff MLP GFP+ MAC1+ %	HEK293 NOD2/NF-kB	Hep lipid drop	Hep lipid drop cells 6.5 µM	LYP phosphatase	XIAP antagonists	SIAH1 antagonists	HIV fusion peptide	others
COc1ccc(CCC(=O)N2CCc3ccccc32)cc1	-3%	-8%	i	1.1	-70%	6	776	-3%	-8.6%	-6%	-2.1%
OC(COc1ccccc1)CSc1ncn[nH]1 (centres undefined)	-7%	2%	i	7.8	11%	0	770	0%	1.1%	2%	0.5%
Cc1ccc(NC(=O)CSc2nc3ccccc3c(=O)n2CCCN2CCCCC2)cc1C	3%	-3%	i	0.6	18%	x	x	-8%	-5.9%	-1%	-1.4%
Cc1csc2c(C#N)c(=O)c3c(n12)CCC3	-4%	18%	i	1.6	3%	x	x	0%	-3.3%	-2%	0.9%

Other records.
SMILES	Dengue-2 NS5 capping	AID2073	Myeloid diff MLP	Myeloid diff MLP GFP+ MAC1+ %	HEK293 NOD2/NF-kB	Hep lipid drop	Hep lipid drop cells 6.5 µM	LYP phosphatase	XIAP antagonists	SIAH1 antagonists	HIV fusion peptide	others
CCn1cc(C(=O)NCCCO)c(=O)c2cc(F)c(N3CCN(C)CC3)cc21	-1%	6%	i	0.9	9%	x	x	-5%	x	3%	-0.3%
OC(COc1ccc(Cl)cc1)CN1C2=NCCCN2c2ccccc21 (centres undefined)	-1%	3%	i	0.5	8%	-2	675	-7%	-2.4%	4%	-0.4%
Cc1ccc(-n2nc3c(c2NC(=O)/C=C\c2ccc4c(c2)OCO4)CSC3)cc1	-15%	11%	i	1.3	6%	17	780	-2%	-5.7%	8%	6.2%
CCc1cc2cc(C)ccc2nc1SCC(=O)NNC(=O)c1ccco1	-1%	13%	i	0.4	17%	-14	765	-9%	x	-2%	-0.6%
CCN(CC)CCNC1=NCCn2c1cc1cc(OC)ccc12	-5%	29%	i	0.4	-23%	31	759	-2%	-4.8%	2%	8.0%
CCOC(=O)c1c(C)[nH]c(C(=O)Cn2nnc(-c3ccccc3)n2)c1C	-11%	24%	i	5.4	10%	x	x	-14%	-8.3%	1%	26%
Cc1ccc2c(c1)N(Cc1cccc(Cl)c1)C(=O)c1cccnc1O2	-2%	-1%	i	0.1	8%	-54	661	-2%	-3.6%	11%	-0.6%
COc1ccc(CN2CC(C(=O)NCCC(C)C)CC2=O)cc1 (centres undefined)	7%	25%	i	0.5	11%	9	764	-3%	-6.0%	6%	3.2%
O=c1[nH]c2ccc(Br)cc2c(-c2ccccc2)c1CN1CCOCC1	1%	-8%	i	1.6	-7%	x	x	-2%	-5.1%	-2%	3.6%
Cc1ccccc1C(=O)c1cccn1CC(=O)N1CCCCC1	-2%	10%	i	0.8	-3%	-1	769	-10%	x	-5%	-1.1%
Cc1ccc(NC(=O)COC(=O)c2ccc(OCc3c(C)noc3C)cc2)cc1S(=O)(=O)N1CCOCC1	5%	3%	i	0.5	2%	-3	575	4%	-8.3%	2%	-0.2%
CCN(CC(=O)Nc1ccc2c(c1)OCCO2)S(=O)(=O)c1ccccc1	3%	3%	i	0.8	-14%	-10	758	-9%	x	-3%	0.5%
CCOC(=O)c1c(C)n(C)c2cc(OCCN(CC)CC)ccc12	0%	2%	i	4.7	4%	-4	756	-1%	-4.4%	-2%	1.9%
COc1cccc(NC(=O)C(Sc2nnc3ccccn23)c2ccccc2)c1 (centres undefined)	0%	0%	i	0.2	8%	-1	618	-5%	-2.1%	4%	2.0%
Cc1nn(C(C)CC(=O)O)c(C)c1Br (centres undefined)	1%	23%	i	3.2	14%	-15	794	-3%	-0.6%	-1%	1.6%
COc1cccc(C2=CC(c3cccc(OC)c3OC(F)F)n3nnnc3N2)c1 (centres undefined)	0%	11%	i	0.8	9%	-32	615	0%	-7.3%	1%	-1.5%
C/C(CC(=O)Nc1cc(C)ccn1)=N\NC(=O)c1ccncc1	-2%	15%	u	x	8%	-3	807	-10%	x	-5%	-2.0%
Cc1ccc(NCc2nnc(SCC(=O)N3c4ccccc4Sc4ccccc43)o2)c(C)c1	-4%	14%	i	0.7	29%	-8	674	5%	-5.8%	6%	0.6%
Cc1cc2c3c(c1)C(C)CC(C)(C)N3C(=O)C2=O (centres undefined)	-5%	12%	i	0.5	0%	-7	609	-4%	-1.6%	-6%	-1.9%
COc1ccc(OC)c(S(=O)(=O)N(C)CC(=O)Nc2ccc3c(c2)OCO3)c1	-3%	-16%	i	1.0	5%	-40	784	1%	3.0%	-1%	0.1%
CCOC(=O)C1=C(CC)OC(N)=C(C#N)C1c1ccc(NC(C)=O)cc1 (centres undefined)	4%	-1%	i	0.3	8%	4	736	-6%	-6.4%	-3%	5.2%
COc1ccc(NC(=O)CCC(=O)N/N=C/c2ccc([N+](=O)[O-])s2)cc1	-6%	5%	u	x	29%	-1	571	0%	-2.5%	14%	22%
CN1CCN(CP(=O)(N2CCOCC2)N2CCOCC2)CC1	-10%	0%	i	0.9	-6%	x	x	-6%	-5.1%	1%	1.1%
Cc1ccc(CNc2nc(N)c([N+](=O)[O-])c(Nc3ccc(F)cc3)n2)cc1	2%	3%	i	1.1	28%	x	x	-3%	-0.9%	6%	-3.0%
Cc1ccc(S(=O)(=O)N(C)Cc2cc3ccccc3[nH]c2=O)cc1	-4%	3%	i	1.3	-5%	16	672	-3%	-7.5%	0%	0.7%	Dengue-2 NS5 capping pilot replicate=-3.9
Cc1nnc(NC(=O)c2ccc3c(c2)C(=O)N(CC2CCCO2)C3=O)s1 (centres undefined)	-6%	-1%	i	7.3	13%	3	775	-3%	-2.5%	-4%	-1.2%
O=[N+]([O-])c1cc2c(cc1CN1CCN(c3ccccc3F)CC1)OCO2	x	6%	i	0.0	8%	-2	785	-6%	x	5%	0.3%
